# RGS7-Gao reg = RGS7-Galphao binding modulators, primary screen, biochemical, multiplexed bead flow cytometry. 220,000 compounds, 0.35% hits. actives lie on both sides. binding response (% of control), % at 10 µM; in the data active = binding response below about 49% or above about 150%; inconclusive = no clear call, values can overlap the other calls; inactive = in between;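 note: fluorescent Galphao held in activated GDP-AlF4 state binding bead-coupled RGS7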
# GSH bead fluor = compound fluorescence on glutathione beads, profiling panel, artefact control, biophysical, 488/530 nm, flow cytometry | fluorescence (KMESF) at 10 µM | GSH beads flow cytometry, compound fluorescence 488/530 nm; active compounds read high | AID 1776, 2009 | 190,000 compounds, 0.25% hits; in the data active = fluorescence above about 89;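 note: glutathione beads carrying GST-tagged Bcl family fusion proteins plus one bare bead set; values are compound well signal with DMSO vehicle wells as background; inactives centre near 16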
# Mcl-1 Bim block = inhibitors of Bim peptide binding to Mcl-1, primary screen, biochemical, bead-based flow cytometry, multiplex | 190,000 compounds, 0.1% hits | Bim peptide-Mcl-1 binding | AID 1009, 2008 | inhibition, % at 10 µM | Induced myeloid leukemia cell differentiation protein Mcl-1 (Homo sapiens), Q07820; in the data active = inhibition above about 40%;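 note: 0% = no compound tracer wells and 100% = peptide blocker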
# Target sequence (Q07820 whole entry, looked up): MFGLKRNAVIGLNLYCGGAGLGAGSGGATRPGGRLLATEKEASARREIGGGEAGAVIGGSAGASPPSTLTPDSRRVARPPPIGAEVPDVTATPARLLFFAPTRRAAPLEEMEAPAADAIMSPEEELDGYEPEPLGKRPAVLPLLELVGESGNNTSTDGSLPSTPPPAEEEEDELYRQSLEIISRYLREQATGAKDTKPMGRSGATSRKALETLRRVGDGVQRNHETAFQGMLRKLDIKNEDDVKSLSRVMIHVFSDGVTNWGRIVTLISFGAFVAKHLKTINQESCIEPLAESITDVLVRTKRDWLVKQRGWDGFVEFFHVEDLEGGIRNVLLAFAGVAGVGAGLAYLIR
# Pf gamet viab = late stage P. falciparum gametocyte viability inhibitors, primary screen, ATP luminescence, HTS | P. falciparum stage V gametocytes, 24 h | inhibition, % at 10.9 µM | 150,000 compounds, 0.065% hits | AID 743093, 2013;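 active = inhibition above the mean plus 3 SD of compounds within the control limits, set per campaign, cut at about 38% in these data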;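 note: 0% = DMSO wells and 100% = medium only without gametocytes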
# ABCG2 inh = ABCG2 efflux pump inhibitors, primary screen, multiplex with ABCB1, IgMXP3 cells, flow cytometry | JC-1 efflux | inhibition, % at 6.6 µM | 190,000 compounds, 0.1% hits;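 active = inhibition above 80%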;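 note: 0% = DMSO and 100% = nicardipine control wells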
# Target sequence (Q9UNQ0 whole entry, looked up): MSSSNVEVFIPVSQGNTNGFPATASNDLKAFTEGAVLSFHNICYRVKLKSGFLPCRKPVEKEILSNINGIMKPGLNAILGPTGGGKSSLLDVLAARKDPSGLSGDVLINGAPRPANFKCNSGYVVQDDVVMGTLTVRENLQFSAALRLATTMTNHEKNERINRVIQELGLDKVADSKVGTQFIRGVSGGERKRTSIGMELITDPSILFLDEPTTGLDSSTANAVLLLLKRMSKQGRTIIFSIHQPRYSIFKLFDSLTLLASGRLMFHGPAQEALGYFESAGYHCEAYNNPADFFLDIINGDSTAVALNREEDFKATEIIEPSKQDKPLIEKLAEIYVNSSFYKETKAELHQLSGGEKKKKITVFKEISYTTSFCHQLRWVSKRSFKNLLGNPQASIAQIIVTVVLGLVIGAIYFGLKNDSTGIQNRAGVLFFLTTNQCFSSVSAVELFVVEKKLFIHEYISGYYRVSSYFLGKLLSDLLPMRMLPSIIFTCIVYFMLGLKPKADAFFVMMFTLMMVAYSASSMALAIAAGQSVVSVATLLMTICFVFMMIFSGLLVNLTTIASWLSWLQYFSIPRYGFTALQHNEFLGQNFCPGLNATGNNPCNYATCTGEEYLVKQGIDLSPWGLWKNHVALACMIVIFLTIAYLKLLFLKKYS
#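 Test system: IgMXP3 (ABCG2) plus far-red-tagged CCRF-Adr (ABCB1) cells / Amount: 3 million cells/mL in well / Reagent: JC-1 transporter substrate / Timing: 10 min compound exposure, 25 °C / Signal: flow cytometry, 530 nm JC-1 signal / Read-out: percent efflux inhibition, scaled nicardipine 100% to DMSO 0% / Benchmarks: nicardipine as high control, DMSO as low control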
# RGS8-Gao reg = RGS8-Galphao binding modulators, primary screen, biochemical, multiplexed bead flow cytometry | actives lie on both sides | response (percent of control binding), % at 10 µM | 220,000 compounds, 0.34% hits | AID 1423, 2008; in the data active = response below about 60% or above about 140%; inactive = in between;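 note: Galphao activated as the GDP aluminium fluoride complex binding bead-coupled RGS8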
# Mcl1-Noxa inh = Mcl-1/Noxa binding inhibitors, primary screen, biochemical, TR-FRET, 1536-well | Induced myeloid leukemia cell differentiation protein Mcl-1 (Homo sapiens), Q07820 | TR-FRET Mcl-1/Noxa peptide binding, 2 h | inhibition, % at 21.7 µM | 220,000 compounds, 1.5% hits | AID 1022, 2008;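 active = compounds that cut the protein-peptide binding signal by more than 50% relative to plate controls in a single-dose test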;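 note: His-tagged Mcl-1 with rhodamine Noxa BH3 peptide and terbium anti-His antibody; 0% = Mcl-1 plus Noxa peptide wells and 100% = peptide-only wells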
# RGS4-Gao reg = modulators of RGS4 binding to Galphao, primary screen, biochemical, multiplexed bead flow cytometry; Guanine nucleotide-binding protein G(o) subunit alpha (Homo sapiens), P09471; 220,000 compounds, 0.33% hits; AID 1415, 2008; actives lie on both sides; binding response (% of control), % at 10 µM; in the data active = binding response below about 49% or above about 150%; inactive = in between;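 note: fluorescent Galphao activated with aluminum fluoride binding bead-coupled RGS4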
# Mcl1 Bid PPI = Mcl-1/Bid binding inhibitors, primary screen, biochemical, TR-FRET, 1536-well. inhibition, % at 21.7 µM. 220,000 compounds, 0.97% hits. TR-FRET Mcl-1/Bid-Dy647 peptide binding. Induced myeloid leukemia cell differentiation protein Mcl-1 (Homo sapiens), Q07820;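 active = compounds that cut the binding signal by more than half at the single screening dose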;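 note: His-tagged Mcl-1 with europium anti-His antibody binding Bid BH3 peptide; 0% = Mcl-1 plus peptide wells and 100% = peptide-only wells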
# Avidin bead fluor = green autofluorescence of compounds with avidin beads – biophysical, 488/530 nm, flow cytometry, artefact control, profiling panel | compound fluorescence 488/530 nm; active compounds read high | 220,000 compounds, 0.38% hits | AID 1775, 2009 | fluorescence (KMESF) at 10 µM; in the data active = fluorescence above about 47; note: inactives centre near 10
# ABCB1 inh = ABCB1 efflux pump inhibitors, primary screen, cell-based, multiplex, flow cytometry, ABCG2 counter-screen; AID 1326, 2008; ATP-dependent translocase ABCB1 (Homo sapiens), P08183; inhibition, % at 6.6 µM; CCRF-Adr cells, JC-1 efflux; 190,000 compounds, 0.067% hits; in the data active = inhibition above about 40%;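 note: 0% = vehicle and 100% = reference inhibitor; higher value means more JC-1 retained so stronger ABCB1 efflux block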
# Numbers without * were called inactive; u = inconclusive; x = not tested or not shown. Compounds as they come. About 3.3% of those tested had a hit in this group.
SMILES,RGS7-Gao reg,GSH bead fluor,Mcl-1 Bim block,Pf gamet viab,ABCG2 inh,RGS8-Gao reg,Mcl1-Noxa inh,RGS4-Gao reg,Mcl1 Bid PPI,Avidin bead fluor,ABCB1 inh
N#CCc1nn(-c2ccccc2)c2ncnc(N)c12,u,x,x,12,x,102,-6,103,-18,3,x
CCC(C)(C)n1nnnc1CN1CCC(O)(c2cccc(C(F)(F)F)c2)CC1,99,21,-2,-19,2,101,0,99,0,22,0.8
O=C(Nc1ccc2c(c1)OCO2)c1ccc(Cl)nc1,95,42,-1,x,2,100,11,99,-72,6,0.3
Cc1cc(/C=N/n2cnnc2)c(C)n1-c1ccc(OCc2ccc(Cl)cc2)cc1,102,12,-1,x,0,102,31,104,-97,18,0.3
O=C(Nc1ccc(F)cc1)Nc1ccccc1C(=O)NCCN1CCNC1=O,u,x,x,-1,x,101,15,99,-4,7,x
COc1ccc(-c2cn3c(C)c(C(=O)NC(C)C)sc3n2)cc1,99,16,0,-32,2,95,-2,99,-36,14,0.2
N#CC1=C(N)SC(N)=C(C#N)C1CCC1CCCCC1,96,31,-3,x,0,97,26,98,-18,7,-0.3
Cc1cccc(-n2c(SCC(=O)N3CC(=O)Nc4ccccc43)nc3ccccc3c2=O)c1C,96,19,-6,-20,9,101,-21,98,-23,6,8.3
CCc1ccc(-c2csc3ncn(CC(=O)N4CCOCC4)c(=O)c23)cc1,102,64,0,x,2,97,5,102,3,6,0.8
Cn1c2ccccc2c(=O)c2c(=O)n(C3CCCCCC3)c(C3CCCCC3)nc21,102,10,-3,x,33,101,-30,100,89*,11,1.3
O=C(Nc1nc(-c2ccccn2)cs1)C1CCCC1,101,9,3,29,0,99,4,100,-12,5,-0.6
O=C(c1ccccc1)c1c[nH]c(C(=O)NCCCn2ccnc2)c1,100,8,1,8,0,100,18,100,-7,10,0.1
O=C(Cn1c(SCC(=O)N2CCc3ccccc32)nc2ccccc21)NC1CCCC1,107,17,8,x,0,100,15,102,-5,6,0.2
Cc1ccsc1C(=O)C1CCCN(Cc2cccn2-c2ccc(Cl)cn2)C1 (stereo unspecified),95,14,-4,0,-2,95,10,94,-33,2,-0.8
Cc1cccn2cc(CCNC(=O)c3ccc(Br)o3)nc12,88,23,2,x,3,93,-4,89,-23,6,0.5
CC(C)N1CCN(Cc2cnc(N3CCCC3)s2)CC1CCO (stereo unspecified),101,17,-2,8,1,104,-16,103,-67,9,0.3
O=C1CN(C(=O)c2ccc(Cl)nc2)c2ccccc2N1,u,17,0,x,1,100,10,101,-49,10,0.0
Cc1c(Br)ccc(NC(=O)c2ccccc2[N+](=O)[O-])c1C,111,15,0,9,4,106,1,106,-23,10,-0.3
O=C(CSCc1ccccc1Cl)NN1C(=O)c2ccccc2C1=O,100,26,-4,x,1,100,-5,101,-37,6,0.3
Cc1c(N2C(=O)/C(=C3/C(=O)N(C)c4ccccc43)SC2=S)c(=O)n(-c2ccccc2)n1C,97,23,-8,15,23,98,-12,99,-26,9,5.4
Cc1[nH]c2ccccc2c1C(=O)COC(=O)Cn1c(C)nc2ccccc21,105,11,-2,x,2,108,6,106,2,12,-1.2
COc1ccccc1Nc1nnc(SCc2cc(=O)n3ccsc3n2)s1,100,8,3,-6,2,99,14,95,-50,4,-0.5
O=C(O)c1cc([N+](=O)[O-])ccc1N1CCCCC1,104,9,-3,x,1,102,11,100,-17,3,0.5
CC(C)CC(=O)NC(NCC1CCCO1)C(Cl)(Cl)Cl (stereo unspecified),93,51,0,x,-1,98,4,96,5,11,-0.1
CCCCOc1ccc(/C=c2\sc3ncnn3c2=O)cc1,102,39,0,x,4,104,-3,97,5,6,0.4
COc1ccccc1CC(=O)NCc1ccc2c(c1)OCO2,104,4,0,3,0,104,3,104,1,10,0.1
C=CCn1c(-c2ccc(OC)c(OC)c2)cs/c1=N\c1ccccn1,98,22,-1,4,41,97,29,96,-23,32,1.1
CCNS(=O)(=O)c1ccc(C(=O)Nc2ccccc2)cc1,99,7,5,x,2,102,6,102,-19,11,0.3
COc1ccc(/C=C2\CCc3ccccc3C2=O)cc1Cn1cccn1,100,14,1,x,6,96,13,101,-6,15,1.1
COC(=O)CN1C(CN2CCOCC2)=Nc2ccc(Br)cc2C1c1ccccc1 (stereo unspecified),u,x,x,6,x,101,13,100,1,11,x
C=CCc1cccc(CNc2nc3ccccc3n2CCN2CCOCC2)c1O,101,48,-2,17,13,101,-5,99,-21,12,1.0
N#C/C(=C(/O)COC(=O)COc1ccc(Cl)cc1)c1nc2ccccc2[nH]1,101,22,-7,8,0,102,-39,102,-60,14,-0.1
CC(C)OC(=O)Nc1ccc2c(c1)N(C(=O)CCN1CCOCC1)c1ccccc1CC2,98,11,0,-13,0,99,-5,99,-22,10,-0.2
CCCCCCCCCc1nc2sc3c(c2c(=O)n1NC(=O)c1ccc([N+](=O)[O-])cc1)CC(C)(C)OC3,93,9,0,-21,-6,97,7,94,-20,4,-0.7
Cn1c(CO)cnc1SCC(=O)c1ccc(Cl)cc1,u,9,0,5,3,99,13,98,-14,11,0.5
O=C(OCCCCN1C(=O)c2ccccc2C1=O)c1n[nH]c2ccccc12,94,10,-1,-65,7,101,10,90,-20,14,1.1
O=C(O)Cc1ccc(-c2ccccc2)cc1,100,21,-3,x,-1,102,4,103,11,10,-0.5
Cc1cc(C(=O)CN2C(=O)NC3(CCCc4sccc43)C2=O)c(C)n1-c1ccccc1 (stereo unspecified),103,12,-4,-11,0,105,-10,104,-18,3,3.6
COc1ccc(NC(=S)NC(NC(=O)c2cccc3ccccc23)C(Cl)(Cl)Cl)c([N+](=O)[O-])c1 (stereo unspecified),97,53,0,x,2,99,12,102,-17,14,-0.4
NNC(=O)c1oc2nc(-c3ccccc3)cc(-c3ccco3)c2c1N,u,x,x,-20,x,99,73*,101,-110,6,x
CCCCNC(=S)NNC(=O)c1csc(C)c1CC,103,21,-2,-12,7,104,-5,105,-15,15,2.0
O=C(OC(C(=O)NCc1ccco1)C(OC(=O)c1ccccc1)C(=O)NCc1ccco1)c1ccccc1 (stereo unspecified),94,4,-3,23,2,97,-4,95,-33,13,0.1
c1ccc(N2CCCCC2)c(Nc2nc3ccccc3n3cnnc23)c1,u,x,x,-16,x,99,28,96,-24,5,x
CCCCCCOC(=O)C[N+](C)(C)CCOC1CC2CCC1(C)C2(C)C (stereo unspecified),102,36,0,4,1,100,4,101,2,7,0.3
Cc1nc(N2CCN(c3ccccc3)CC2)nc2c1C(=O)CC(c1ccccc1)C2 (stereo unspecified),104,10,-2,7,10,89,-20,102,-16,13,1.9
FC(F)(F)c1ccc(Oc2ccc3c(C(F)(F)F)cc(C(F)(F)F)nc3n2)cc1,99,36,-2,4,12,101,-1,101,-20,11,0.5
COc1cccc(CNS(=O)(=O)c2cc(Br)cc3c2N(C(C)=O)C(C)C3)c1 (stereo unspecified),103,37,-2,x,1,104,8,100,5,6,0.3
CC(C)NC(=O)NC(=O)COc1c(F)c(F)cc(F)c1F,85,26,1,-26,1,93,7,75,-26,7,-0.1
O=C(O)C1CCC(CN(Cc2cccc(Br)c2)C(=S)Nc2ccccc2F)CC1 (stereo unspecified),103,15,1,4,1,102,11,100,-42,6,0.3
Cc1cc(C)nc(SCNC(=O)c2ccc(Cl)cc2)n1,109,26,-8,-6,6,100,8,101,-23,15,-0.7
Cc1nc(NC(=O)CSc2nnc(-c3ccc4c(c3)OCO4)o2)c(Cl)cc1Cl,101,6,-2,x,0,100,5,98,-16,2,0.2
O=C(Nc1ccc(Cl)cc1C(F)(F)F)c1ccc(Cl)cc1,94,31,1,x,-4,93,-5,92,6,6,-0.5
N#Cc1c(N)n[nH]c1CCCN,104,5,6,x,2,103,3,106,-18,9,0.2

# Part of the list above in another layout:
# The line under a structure holds: RGS7-Gao reg, GSH bead fluor, Mcl-1 Bim block, Pf gamet viab, ABCG2 inh, RGS8-Gao reg, Mcl1-Noxa inh, RGS4-Gao reg, Mcl1 Bid PPI, Avidin bead fluor, ABCB1 inh
c1ccc(N2CCCCC2)c(Nc2nc3ccccc3n3cnnc23)c1
  u, x, x, -16, x, 99, 28, 96, -24, 5, x
CCCCCCOC(=O)C[N+](C)(C)CCOC1CC2CCC1(C)C2(C)C (stereo unspecified)
  102, 36, 0, 4, 1, 100, 4, 101, 2, 7, 0.3
Cc1nc(N2CCN(c3ccccc3)CC2)nc2c1C(=O)CC(c1ccccc1)C2 (stereo unspecified)
  104, 10, -2, 7, 10, 89, -20, 102, -16, 13, 1.9
FC(F)(F)c1ccc(Oc2ccc3c(C(F)(F)F)cc(C(F)(F)F)nc3n2)cc1
  99, 36, -2, 4, 12, 101, -1, 101, -20, 11, 0.5
COc1cccc(CNS(=O)(=O)c2cc(Br)cc3c2N(C(C)=O)C(C)C3)c1 (stereo unspecified)
  103, 37, -2, x, 1, 104, 8, 100, 5, 6, 0.3
CC(C)NC(=O)NC(=O)COc1c(F)c(F)cc(F)c1F
  85, 26, 1, -26, 1, 93, 7, 75, -26, 7, -0.1
O=C(O)C1CCC(CN(Cc2cccc(Br)c2)C(=S)Nc2ccccc2F)CC1 (stereo unspecified)
  103, 15, 1, 4, 1, 102, 11, 100, -42, 6, 0.3
Cc1cc(C)nc(SCNC(=O)c2ccc(Cl)cc2)n1
  109, 26, -8, -6, 6, 100, 8, 101, -23, 15, -0.7
Cc1nc(NC(=O)CSc2nnc(-c3ccc4c(c3)OCO4)o2)c(Cl)cc1Cl
  101, 6, -2, x, 0, 100, 5, 98, -16, 2, 0.2

# Assay outcomes from PubChem.
